T cell modulator: T cell immune modulation candidate. calls only at 7 µM. 2C CD8+ T cell-vesicle binding, flow cytometry; stronger effect = lower value. actives 0.068% (n = 330,000);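 active = response, share of CD8 T cells binding vesicles, and their 90th percentile fluorescence all below set limits, cut at about 80% in these data, passing the limit was not always enough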
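Also added: QL9-peptide-loaded Drosophila micro-vesicles bearing Ld, ICAM-1 and B7-1; Test system: purified 2C TCR transgenic mouse naive CD8+ T cells; Measured by: cytometric PE anti-B7-1 and Alexa647 anti-CD8 signals after 1% paraformaldehyde fixation; Timing: binding step 1.5 h, 37 °C, antibody labelling 20 min, ice.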
Myeloid diff MLP: myeloid differentiation induction; ER-HoxA9 myeloid progenitors, lysozyme-GFP differentiation, flow cytometry; calls only at 10 µM; actives 1% (n = 360,000); AID 624256;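 active = normalized GFP-positive differentiation at or above the plate's own cutoff, the solvent-only control mean plus 3 SD; inconclusive = no clear call, values can overlap the other calls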;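 also: cells exposed to compound for four days before flow analysis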
MT stabilizer: microtubule stabilization, imaging screen. HeLa tubulin immunostaining HCS, 24 h; share of cells brighter than vehicle mean+2SD. % tubulin-high responders, % at 10 µM. actives 0.83% (n = 200,000);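 active = plate Z-score above 3 for both tubulin-high and condensed-nucleus cell shares, with cell loss under 80%, at 10 µM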;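 also: anti alpha tubulin signal scored within the nucleus-defined area of each cell; some results filed as inactive read as strong as hits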
Hep lipid drop: hepatic lipid droplet formation modulation; AML12 mouse hepatocytes, oleate lipid droplets, BODIPY imaging; inhibition, % at 6.5 µM; actives 0.4% (n = 240,000); AID 1656;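 active = lipid droplet intensity inhibited by at least 50%, with more than 500 cells counted; inconclusive = wells with under 300 cells, treated as cytotoxic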
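Technique: fluorescence imaging, 20x objective, two fields per well / Assay system: AML12 hepatocytes (mouse) / Measure: % inhibition of lipid droplet signal / Doses: 6.5 µM single-point dosing / Incubation: overnight exposure / Reagent: 100 µM oleic acid challenge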
Hep lipid drop cells 6.5 µM: recorded beside Hep lipid drop, whose call it bears; cell count; measured here: cell count, cytotoxicity flag;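 cells counted across two imaged fields per well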
T cell modulator vesicle-bound %: also measured in T cell modulator; calls as there; double positive events, %; measured here: CD8+ vesicle-bound cell fraction;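 binding gate set so that unloaded-vesicle control wells show 10% double positive cells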
MT stabilizer Hoechst-high %: further read-out of MT stabilizer, marked with its call; % Hoechst-high responders; measured here: nuclear condensation Hoechst responders;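 share of cells brighter than vehicle mean plus two SD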
MT stabilizer cytotoxicity %: recorded beside MT stabilizer, whose call it bears; toxicity, %; measured here: cytotoxicity by cell density;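 0% = mean cell density of plate MIN control wells and 100% = no cells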
Myeloid diff MLP GFP+ MAC1+ %: recorded beside Myeloid diff MLP, whose call it bears; GFP+ MAC1+ double positive, %; measured here: differentiation confirmed by MAC1 staining
An asterisk follows results filed as active; i = inactive; ? = inconclusive; nt = not tested or not shown; + = active, no number. Not all compounds are listed; rates above refer to the full screens.

SMILES	T cell modulator	T cell modulator vesicle-bound %	Myeloid diff MLP	Myeloid diff MLP GFP+ MAC1+ %	MT stabilizer	Hep lipid drop	Hep lipid drop cells 6.5 µM	others
Cc1ccccc1C(=O)N1CCCC(N2CCN(Cc3ccc4c(c3)OCO4)CC2)C1 (centres undefined)	i	66.5	i	1.8	nt	-18.7	624
CCN1CCN(C(CNS(=O)(=O)c2ccc(C)cc2)c2cccnc2)CC1 (centres undefined)	i	41.2	i	6.4	nt	1.2	821
CC(Oc1ccc2ccccc2c1)C(=O)NNC(=O)Nc1ccccc1 (centres undefined)	i	66.8	i	1.0	nt	-3.7	795
CN(C(=O)c1ccnn1C)C1CCCN(Cc2ccccc2F)C1 (centres undefined)	i	10.0	i	0.7	nt	3.9	670
Cc1ccc2nc(/C(C#N)=C/c3ccc(O)c(O)c3)[nH]c2c1	i	42.7	+	5.1*	nt	7.4	847
CCOC(=O)c1c(C)[nH]c(C)c1S(=O)(=O)NC(CC)CN1CCOCC1 (centres undefined)	i	31.7	i	0.4	nt	-6.1	772
CCOc1ccc(-c2nnc(NC(=O)Cc3ccc(OC)cc3)o2)cc1	i	32.9	i	2.1	nt	-3.8	797
Cc1cc(OC(=O)c2cccc([N+](=O)[O-])c2)c(C)cc1CN1CCOCC1	i	36.7	i	0.5	nt	-4.8	858
C[C@H](NC(=O)[C@@H]1Cc2ccccc2CN1)C(=O)Nc1ccc2c(c1)OCCO2	i	7.4	?	nt	nt	0.6	715
COc1ccc(S(=O)(=O)N2CCC(C(=O)NC3CC3)CC2)cc1C	i	22.8	i	0.3	nt	-2.2	804
CN(C)CCN(Cc1ccco1)S(=O)(=O)c1ccc(-c2ccc(=O)[nH]n2)s1	i	51.3	i	0.7	nt	1.2	765
O=C(c1cc(-c2ccc(O)cc2)on1)N1CCN(c2ccccc2)CC1	i	47.7	i	1.0	nt	-14.8	824
O=C(NCC1CCCO1)C1CC(=O)N(c2ccc(Cl)cc2)C1 (centres undefined)	i	33.5	?	nt	nt	10.0	811
Cc1cc(C)c(S(=O)(=O)N2CCN(C(=O)CCn3nc(C)c(C)c3C)CC2)c(C)c1	i	17.0	i	4.7	nt	-24.6	734
Cc1cc(NC(=O)CCN2CC(C)OC(C)C2)ccc1Br (centres undefined)	i	55.6	i	0.6	nt	-0.8	814
COc1ccc(CNC(=O)CCC2N=C3c4ccccc4N=C(SCC(=O)NCC4CCCO4)N3C2=O)cc1 (centres undefined)	i	11.5	i	1.7	nt	-2.7	657
O=C(Cc1ccccc1)Nc1ccc(C(=O)NCc2ccccc2)cc1	i	64.4	i	0.3	nt	4.2	806
CCC(O)(CC)C(=O)N(Nc1ccc(C)cc1)c1ccc(C)cc1	i	50.0	i	0.4	nt	2.3	856
Cc1[nH]c2ccc(C(=O)NCCCN3CCN(C)CC3)cc2c1C	i	6.2	i	1.1	nt	-0.2	764
O=C(c1ccco1)N(Cc1cccc(Cl)c1)C1CCS(=O)(=O)C1 (centres undefined)	i	19.8	i	3.6	nt	-1.3	779
COc1ccc(OC)c2c1cc(C(=O)N[C@H](C(=O)N1CCC(C(=O)O)CC1)C(C)C)n2C	i	21.3	i	0.9	nt	-19.9	734
COc1ccc2c(c1)cc(C(=O)N[C@@H](Cc1ccccc1)C(=O)O)n2C	i	25.1	i	0.7	nt	14.1	858
CCc1cccc(NC(=S)N(CCOC)C2CCN(C(C)=O)CC2)c1	i	32.2	i	0.4	nt	-4.7	787
Cc1cc(C(=O)Nc2ccc(Cl)cc2)c2ccccc2n1	i	65.4	i	0.8	nt	-0.3	798
O=C(Nc1ccc([N+](=O)[O-])cc1)c1ccc(S(=O)(=O)N2CCCC2)cc1	i	28.6	i	0.4	nt	8.2	808
COc1ccc(NC(=O)CC(NC(C)c2ccccc2)C(=O)O)cc1 (centres undefined)	i	51.9	i	0.3	nt	-15.7	733
C/C(=N\NC(=O)c1c(C)nc2ccccn12)c1ccc(O)cc1O	i	35.1	i	5.9	nt	-5.8	667
Cc1nn(C)cc1S(=O)(=O)N1CCN(c2cccc(Cl)c2)CC1	i	61.9	i	3.1	nt	-2.6	831
CCOC(=O)C1CCN(CCC(=O)Nc2ccc(Br)cc2)CC1	i	55.9	i	0.8	nt	-7.4	762
O=C(NNC(=O)C1CC1)Nc1ccc(Cl)cc1	i	31.9	i	3.6	nt	20.9	703
CN(C)c1ccc(N2C(=NC(=O)C3CCCO3)SC3CS(=O)(=O)CC32)cc1 (centres undefined)	i	21.2	i	1.1	nt	9.3	714
O=C(Nc1nc2ccccc2[nH]1)c1ccc(OC(F)F)cc1	i	33.1	?	nt	nt	7.6	806
CCCn1c(SCC(=O)Nc2ccc(NC(C)=O)cc2)nc2c1c(=O)n(C)c(=O)n2C	i	20.5	i	0.4	nt	-7.9	800
CC(C)CCN1C(Nc2ccccc2)=NC[C@@H]1C	i	18.7	i	0.2	nt	-5.4	798
O=C(O)CCNC(=O)OCC1c2ccccc2-c2ccccc21	i	22.0	i	0.5	nt	-2.0	810
CCOc1cccc(N2CCN(CCNC(=O)Nc3ccc(C)cc3)CC2)c1C	i	60.1	i	0.5	nt	-0.6	813

Overlap with the part before: 3 entries, followed by the next part.
SMILES	T cell modulator	T cell modulator vesicle-bound %	Myeloid diff MLP	Myeloid diff MLP GFP+ MAC1+ %	MT stabilizer	Hep lipid drop	Hep lipid drop cells 6.5 µM	others
CC(C)CCN1C(Nc2ccccc2)=NC[C@@H]1C	i	18.7	i	0.2	nt	-5.4	798
O=C(O)CCNC(=O)OCC1c2ccccc2-c2ccccc21	i	22.0	i	0.5	nt	-2.0	810
CCOc1cccc(N2CCN(CCNC(=O)Nc3ccc(C)cc3)CC2)c1C	i	60.1	i	0.5	nt	-0.6	813
N#C/C(=C\c1cccnc1)C(=O)Nc1ccccc1[N+](=O)[O-]	i	5.1	i	1.2	nt	-7.4	675
COc1cc(NC(=O)CNC(=O)Cn2c(C)cc3ccccc3c2=O)cc(OC)c1OC	i	17.7	i	2.3	nt	-11.3	785
O=C(COc1cc2oc(=O)c3c(c2cc1Cl)CCCC3)NCc1cccnc1	i	31.3	i	2.2	nt	-54.5	643
Cc1cccc(OCC(=O)Nc2cc(NC(=O)COc3cccc(C)c3C)cc(C(=O)O)c2)c1C	i	47.6	i	0.4	nt	3.1	797
Cc1cccc(NC(=O)NNC(=O)c2cc3occc3[nH]2)c1C	i	19.8	i	5.0	nt	5.4	710
COc1ccc(Br)cc1/C=C/C(=O)NC(=S)Nc1ccc(CN2CCOCC2)cc1	i	14.5	i	2.4	nt	7.1	741
CC(C)CC(=O)Nc1cc2c3c(c1)C(C)C(=O)N3CCC2 (centres undefined)	i	18.0	i	1.7	nt	-1.3	743
O=C(Nc1ccc(C(F)(F)F)cc1)C1CCN(S(=O)(=O)c2ccc(N3CCCC3=O)cc2)CC1	i	6.3	i	1.4	nt	-7.3	684
CCN(CC)CCN1C(=O)C(=O)/C(=C(/O)c2ccc(S(=O)(=O)N3CCOCC3)cc2)C1c1ccc(C(C)(C)C)cc1 (centres undefined)	i	24.8	i	1.8	nt	-2.3	822
Cc1ccc(-c2nc(CS(=O)(=O)CC(=O)NCCCN3CCOCC3)c(C)o2)cc1	i	30.8	i	2.3	nt	9.0	752
Nc1ccccc1-c1nc2ccccc2[nH]c1=O	i	20.6	i	0.9	nt	-2.5	829
CC1CCN(CCCNc2cc(NCCO)c([N+](=O)[O-])c3nonc23)CC1	i	31.5	i	0.4	nt	3.0	397

Quoted at random: three entries already listed, in no set order.
SMILES	T cell modulator	T cell modulator vesicle-bound %	Myeloid diff MLP	Myeloid diff MLP GFP+ MAC1+ %	MT stabilizer	Hep lipid drop	Hep lipid drop cells 6.5 µM	others
CCN(CC)CCN1C(=O)C(=O)/C(=C(/O)c2ccc(S(=O)(=O)N3CCOCC3)cc2)C1c1ccc(C(C)(C)C)cc1 (centres undefined)	i	24.8	i	1.8	nt	-2.3	822
Cc1ccc(-c2nc(CS(=O)(=O)CC(=O)NCCCN3CCOCC3)c(C)o2)cc1	i	30.8	i	2.3	nt	9.0	752
CC1CCN(CCCNc2cc(NCCO)c([N+](=O)[O-])c3nonc23)CC1	i	31.5	i	0.4	nt	3.0	397

Other records follow:
SMILES	T cell modulator	T cell modulator vesicle-bound %	Myeloid diff MLP	Myeloid diff MLP GFP+ MAC1+ %	MT stabilizer	Hep lipid drop	Hep lipid drop cells 6.5 µM	others
O=C(c1ccc(OC2CCN(CCCc3ccccc3)CC2)cc1)N1CCCC1	i	36.0	i	2.5	nt	-7.0	627
O=C(Oc1ccc(C(=S)N2CCOCC2)cc1)c1ccc(F)cc1	i	34.9	i	0.3	nt	9.7	852
CC(C)c1ccc(N(CC(=O)NCc2ccco2)C(=O)CCC(=O)Nc2ccccn2)cc1	i	23.7	i	3.8	nt	9.2	766
COc1ccc(NC(=O)CCc2nnc3ccc(NCc4ccc5c(c4)OCO5)nn23)cc1	i	35.5	i	5.4	nt	13.3	771
Cc1cc(C)cc(NC(=O)c2ccc(S(=O)(=O)NCc3cccnc3)cc2)c1	i	32.8	i	0.7	nt	-3.4	800
COc1ccc(N2CCN(C3CCCN(S(=O)(=O)c4ccccc4)C3)CC2)cc1 (centres undefined)	i	54.0	i	0.2	nt	-4.0	676
O=C(C1CCCC1)N1CCC(CC2CC(c3ccc(Cl)cc3)=NO2)(C(=O)NCC2CCCCC2)CC1 (centres undefined)	i	40.8	i	1.5	nt	0.4	838
CC(C)CN(C(=O)COc1ccc2ccc(=O)oc2c1)C1CCS(=O)(=O)C1 (centres undefined)	i	30.5	i	4.5	nt	-11.3	726
Fc1ccccc1Nc1nc(N2CCOCC2)nc(N2CCOCC2)n1	i	51.4	i	0.8	nt	3.8	801
O=C(CCN1C(=O)c2ccccc2S1(=O)=O)Nc1ccc(F)cc1F	i	65.7	i	1.2	nt	-8.6	784
COc1cccc(NC(=S)NC(=O)/C=C/c2ccc(F)cc2)c1	i	64.1	i	0.2	nt	0.9	809
COc1ccc2c(c1)C(=O)CCC2c1ccccc1 (centres undefined)	i	52.1	i	0.4	nt	3.3	877
COc1ccccc1N1CCN(C2CCCN(C(=O)CCn3cncn3)C2)CC1 (centres undefined)	i	4.5	i	0.6	nt	-15.7	817
O=C(C1CCC(=O)N(C2CC2)C1)N(CCO)Cc1ccccc1 (centres undefined)	i	15.6	i	0.0	nt	-4.4	758
CC(=O)C1=C(O)C(=O)N(Cc2ccccc2)C1c1ccc(N(C)C)cc1 (centres undefined)	i	46.4	i	0.6	nt	4.3	802
Cc1ccc(C)c(Cn2c3ccccc3c3cnn(CC(=O)NCCCN4CCCCC4)c(=O)c32)c1	i	11.5	i	1.7	nt	-0.7	644
Cc1c(C(=O)N(C)CCC#N)oc2ccc(S(=O)(=O)N3CC(C)CC(C)C3)cc12 (centres undefined)	i	23.7	i	0.0	nt	-3.4	684
CCCc1ccc(NC(=O)C2CCN(c3cnccn3)CC2)cc1	i	10.1	?	nt	nt	15.4	770
CC(=O)Nc1ccc(-n2nnnc2SCC(=O)NC2CCCC2)cc1	i	22.1	i	2.7	nt	20.1	801
CCCN1CCN(CCNC(=O)Nc2ccccc2Cl)CC1	i	8.8	i	0.1	nt	11.2	897
CN1CCN(C(=O)CSc2nnc(COc3ccccc3)o2)CC1	i	12.7	i	0.4	nt	-12.3	779
COc1cccc(C(=O)Nc2c3c(nn2-c2ccc([N+](=O)[O-])cc2)CS(=O)(=O)C3)c1	i	13.0	i	4.8	nt	14.9	704
CSCCC(NS(=O)(=O)c1ccc(C)cc1)C(=O)NNC(=O)c1csc(N2CCOCC2)n1 (centres undefined)	i	25.9	i	0.6	nt	3.9	695
O=C(CSc1n[nH]c(-c2ccco2)n1)Nc1ccccc1F	i	49.2	i	0.8	nt	23.1	725
O=C1c2ccccc2C(=O)N1Cc1cc(-c2ccc(Cl)cc2)no1	i	14.5	i	7.2	1.0	nt	nt	MT stabilizer Hoechst-high %=1.2;MT stabilizer cytotoxicity %=11.6
Cc1cccc(C(C#N)c2nc3ccccc3nc2C(F)(F)F)c1 (centres undefined)	i	43.2	i	0.5	1.9	nt	nt	MT stabilizer Hoechst-high %=2.2;MT stabilizer cytotoxicity %=9.8
